From PubChem BioAssay
Rin1-Abl PPI inh: human Rin1-Abl interaction inhibition | P00519+Q13671 | AID 588664 | TR-FRET Rin1/Abl binding, biochemical | 360,000 tested, 0.4% active | inhibition, % at 7.35 µM; in the data active = inhibition above about 5%, passing the limit was not always enough
NadD inh: inhibitors of Staphylococcus aureus NadD; purified NadD enzyme, colorimetric absorbance read-out; inhibition, % at 20 µM; 360,000 tested, 0.78% active; in the data active = inhibition above about 26%; also: some compounds past the cut are filed as inactive
CSN deneddyl inh: blocks human CSN-mediated cullin deneddylation; Q92905; Purified CSN, SCF-Nedd8-OG deneddylation, fluorescence polarization; inhibition, % at 12.5 µM; 360,000 tested, 0.38% active;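 active = pattern-corrected inhibition above about 35%, with an unprinted fluorescence ratio check between 0.5 and 1.5, limit read from the data, passing the limit was not always enough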;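 also: 0% = enzyme with substrate and 100% = substrate without enzyme; some results filed as inactive read as strong as hits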
Target sequence (Q92905 whole entry, looked up, one chain of several): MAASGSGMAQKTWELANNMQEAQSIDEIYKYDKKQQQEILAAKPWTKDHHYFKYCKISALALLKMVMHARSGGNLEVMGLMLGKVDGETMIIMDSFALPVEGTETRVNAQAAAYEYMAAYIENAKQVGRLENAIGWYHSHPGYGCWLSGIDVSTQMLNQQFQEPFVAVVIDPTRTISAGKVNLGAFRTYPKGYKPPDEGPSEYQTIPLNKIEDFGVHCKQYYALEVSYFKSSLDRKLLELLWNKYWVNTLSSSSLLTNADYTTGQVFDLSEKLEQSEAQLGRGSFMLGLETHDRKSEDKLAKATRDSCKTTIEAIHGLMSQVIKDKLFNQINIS
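assay system = purified human Csn5 enzyme expressed in HEK293T cells | amount = 0.24 nM enzyme | buffer or medium = Tris/NaCl/DTT buffer, pH 7.5 | reagent = 10 nM SCFSkp2-Nedd8OG | compound = one concentration, 12.5 µM, 0.25% DMSO | times = 90 min reaction at room temperature | signal = FP | read-out basis = % inhibition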
Neddylation inh: blocks human cullin neddylation. calls only at 25 µM. TR-FRET cullin neddylation, biochemical. P61081+Q13564. 360,000 tested, 0.58% active; in the data active = inhibition above about 36%
Rpn11 inh: blocks the human proteasome subunit Rpn11. O00487. human 26S proteasome, Ub4-pepOG fluorescence polarization; 20S core pre-blocked with epoxomicin. calls only at 20 µM. 360,000 tested, 0.59% active. AID 588493;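 active = inhibition at 20 µM, scaled to each plate's controls, above about 33%, limit read from the data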
DNMT1 block: DNMT1 (human) enzyme inhibition; P26358; 360,000 tested, 0.83% active; AID 588458; inhibition (reported as % activation of signal), % at 10 µM; DNMT1 molecular beacon, Hinp1I cleavage, fluorescence; in the data active = inhibition above about 50%
Scp-1 inhibitor: inhibitors of human Scp-1 phosphatase; Q9GZU7; Recombinant Scp1, phosphopeptide, malachite green phosphate absorbance; inhibition, % at 20 µM; 340,000 tested, 0.88% active; AID 493091;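 active = inhibition above about 50% at 20 µM, limit read from the data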;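 also: plate controls were DMSO wells with enzyme for no effect and wells lacking enzyme for full effect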
Target sequence (Q9GZU7 76-261 limits assumed): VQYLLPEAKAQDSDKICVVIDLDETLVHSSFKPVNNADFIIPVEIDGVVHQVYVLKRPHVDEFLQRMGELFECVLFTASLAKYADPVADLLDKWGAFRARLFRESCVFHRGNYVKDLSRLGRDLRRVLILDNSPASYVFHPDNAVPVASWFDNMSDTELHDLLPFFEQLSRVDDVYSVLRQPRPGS
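Material – SCP-1 phosphatase catalytic domain, residues 76-261 · Buffer or medium – Acidic Tris acetate buffer with magnesium and detergent · Also added – Phospho 17-mer peptide substrate · Compound – single 20 µM dose, 1% DMSO · Times – 45 min room-temperature reaction, 5 min colour, 30 min stabiliser · Technique – Phosphate-binding colour reagent, absorbance read at 630 nm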
STEP block: STEP (human) phosphatase inhibition; AID 588621; 360,000 tested, 0.25% active; P54829; inhibition, % at 20 µM; recombinant STEP, OMFP fluorogenic substrate, fluorescence;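 active = inhibition at 20 µM, scaled per plate between control wells, above about 37%, limit read from the data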;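 also: 0% = DMSO with enzyme and substrate and 100% = substrate only without enzyme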
Target sequence (P54829 whole entry, looked up): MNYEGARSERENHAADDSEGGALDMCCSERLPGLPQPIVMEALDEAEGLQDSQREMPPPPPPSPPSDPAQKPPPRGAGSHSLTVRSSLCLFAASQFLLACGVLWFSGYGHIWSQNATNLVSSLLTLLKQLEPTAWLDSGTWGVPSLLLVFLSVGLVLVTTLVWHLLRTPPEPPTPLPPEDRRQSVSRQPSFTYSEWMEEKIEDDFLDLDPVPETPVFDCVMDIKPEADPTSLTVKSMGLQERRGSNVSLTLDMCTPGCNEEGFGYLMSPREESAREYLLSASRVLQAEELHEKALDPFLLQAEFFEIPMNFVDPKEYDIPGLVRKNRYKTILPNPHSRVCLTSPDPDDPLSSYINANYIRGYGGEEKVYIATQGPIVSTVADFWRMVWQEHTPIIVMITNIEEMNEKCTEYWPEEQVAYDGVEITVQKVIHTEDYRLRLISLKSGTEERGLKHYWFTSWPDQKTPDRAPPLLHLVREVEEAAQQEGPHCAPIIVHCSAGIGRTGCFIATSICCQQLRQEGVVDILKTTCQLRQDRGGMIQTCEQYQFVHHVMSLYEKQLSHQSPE
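System: isolated STEP enzyme; schedule: 20 min enzyme reaction at room temperature, protected from light; medium: Bis-Tris buffer pH 6.0, 2.5 mM DTT, 0.005% Tween 20; signal: fluorescence, 480/540 nm; dosing: single compound dose of 20 µM, 1% DMSO final; also added: OMFP substrate, 25 µM final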
SUMO1 PPI mod: SUMO1-SIM interaction modulation. inhibition, % at 20 µM. SUMO1 binding to a labelled peptide, TR-FRET, 1 h. 360,000 tested, 0.33% active. P63165; in the data active = inhibition above about 37%
LMPTP block: blocks human LMPTP phosphatase. P24666. recombinant LMPTP-A, OMFP fluorogenic substrate, fluorescence intensity. inhibition, % at 20 µM. 360,000 tested, 0.22% active. AID 651560;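 active = compounds that cut the enzyme signal by at least half of the control window in the single-dose screen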;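 also: plate controls were DMSO wells with enzyme plus substrate for no effect and substrate without enzyme for full effect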
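test system = LMPTP-A | amount = 0.625 nM LMPTP-A final | reagent = fluorogenic phosphatase substrate OMFP at 400 µM final | incubation = 50 min at room temperature | benchmarks = no-enzyme low control, uninhibited high control | medium = Bis-Tris pH 6.0, DTT, detergent | signal = fluorescence intensity of OMFP turnover product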
Starred values were filed as active, the others as inactive; i = inactive; . = no result given.

SMILES | Rin1-Abl PPI inh | NadD inh | CSN deneddyl inh | Neddylation inh | Rpn11 inh | DNMT1 block | Scp-1 inhibitor | STEP block | SUMO1 PPI mod | LMPTP block
CNc1nc(SC(C)C(=O)Nc2ccc(Cl)c(Cl)c2)nc(N2CCOCC2)n1 (stereo not drawn) | -1.0 | -5.4 | 1.4 | i | i | 24.3 | -2.5 | 0.5 | 1.3 | 0.4
CC1CC(C)CN(C(=O)CCc2nnc3ccc(N4CCCCC4)nn23)C1 (stereo not drawn) | 4.0 | 4.8 | -2.1 | i | i | -4.7 | -6.3 | -4.2 | -2.1 | -0.6
CCOc1ccc(NC(=O)CCCN2C(=O)C(c3ccccc3)Oc3cccnc32)cc1 (stereo not drawn) | 0.9 | 1.2 | -0.5 | i | i | -3.6 | -3.4 | -1.9 | 1.6 | 1.9
COc1ccc(C2=NN(S(C)(=O)=O)C(c3ccc4nccnc4c3)C2)cc1 (stereo not drawn) | -3.5 | 0.0 | -7.0 | i | i | 0.6 | -3.1 | -2.7 | -8.0 | -1.1
O=C(c1cccc(-c2cccc3nccn23)c1)N1CCOCC1 | -2.5 | 3.2 | 0.6 | i | i | 6.6 | . | -1.9 | -3.0 | -0.1
CCc1ccccc1NC(=O)CSc1nc2ccccc2n1CC(=O)N1CCCC1 | -2.6 | -2.0 | 0.8 | i | i | -1.2 | 2.9 | -0.1 | -0.7 | -4.7
CC(=O)N/C(=C/c1ccccc1)C(=O)NC(Cc1ccccc1)C(=O)O (stereo not drawn) | 0.0 | -1.8 | -9.8 | i | i | 0.5 | -10.7 | -0.8 | -0.7 | 0.9
Cc1ccc(F)cc1NC(=O)COC(=O)C1CCN(c2ccc(C(F)(F)F)cn2)CC1 | 1.7 | -6.8 | 1.9 | i | i | -2.6 | -5.7 | -0.1 | 1.9 | 1.4
COc1ccc(NC(=O)C2Cc3ccccc3CN2C(=O)c2ccco2)cc1 (stereo not drawn) | 2.2 | -6.0 | 0.3 | i | i | -2.9 | 2.6 | -2.8 | -4.1 | -0.4
CC(C)n1c(=O)[nH]c(=O)n1C(C)C | 1.1 | -1.4 | -0.1 | i | i | -0.7 | -3.8 | -2.2 | -1.2 | -0.2
Nc1nc(CSC(=S)N2CCOCC2)nc(Nc2ccccc2)n1 | 0.6 | -1.2 | -1.0 | i | i | 7.6 | 0.1 | -1.8 | 1.7 | -0.7
O=C(CSCc1cccc(Cl)c1)OCc1nc2ccsc2c(=O)[nH]1 | 1.7 | -6.4 | 1.7 | i | i | -2.6 | 3.3 | -3.1 | 8.3 | -1.4
Cc1ccccc1CN1C(=O)c2ccccc2C1c1nnnn1C(C)C (stereo not drawn) | . | -5.5 | 5.7 | i | . | . | . | . | 1.4 | -0.8
Cn1c(N2CCOCC2)c(C#N)c2ccccc21 | -2.9 | -4.6 | 0.5 | i | i | 1.9 | -7.7 | -1.5 | -2.1 | -1.7
Cc1ccccc1NC(=O)CCN1CCN(CCO)CC1 | -1.7 | -4.1 | 4.0 | i | i | 0.8 | -16.1 | -1.3 | -1.5 | -6.4
COc1ccc(-c2c(-c3ccc(OCC(=O)NN)cc3O)n[nH]c2C)cc1 | -1.8 | 3.3 | 5.2 | i | i | -4.0 | -18.8 | 0.6 | 1.8 | -1.2
CC(C)n1c(SCC(=O)Nc2ccccc2)nc2c1c(=O)n(C)c(=O)n2C | -1.9 | -8.6 | 1.9 | i | i | -1.8 | -8.5 | -4.4 | -0.3 | -1.9
O=C(Nc1cccc([N+](=O)[O-])c1)c1cnccn1 | -1.4 | 1.6 | -8.6 | i | i | 16.1 | 58.4* | 4.0 | -8.6 | 2.6
Cc1cccc(NC(=O)c2ccc(COc3ccccc3)o2)n1 | 1.9 | 2.1 | 4.0 | i | i | -4.6 | -1.8 | 0.9 | -3.5 | 1.2
CC(C)CNC(=S)N(CCCN(C)C)Cc1cc2cc3c(cc2[nH]c1=O)OCCO3 | 1.4 | -1.2 | 2.6 | i | i | -2.6 | -1.9 | 1.9 | 2.3 | 0.5
O=C(c1cccc([N+](=O)[O-])c1)N1CCN(c2ccc(Cl)cc2)CC1 | 0.0 | -3.5 | -0.2 | i | i | 4.0 | -6.8 | -5.1 | -10.3 | -0.5
CN(C)/C=N/C(=S)Nc1ccc(Cl)cc1Cl | 0.2 | 1.7 | 2.1 | i | i | 4.7 | -0.3 | -5.1 | -0.2 | -0.2
CCOC(=O)c1c(N2C(=O)C3C4C=CC(C4)C3C2=O)sc2c1CCC(C)C2 (stereo not drawn) | -1.3 | -4.4 | 0.7 | i | i | 4.8 | -1.7 | 0.3 | 0.1 | -1.0
O=C(c1ccc(-c2cccc(C(F)(F)F)c2)o1)N1CCOCC1 | -1.7 | 1.0 | -1.4 | i | i | 0.9 | -13.9 | -0.4 | -3.1 | -1.0
COc1ccc(C)cc1NC(=O)C(OC(=O)c1ccc(Cl)c(S(=O)(=O)N(C)c2ccccc2)c1)c1ccccc1 (stereo not drawn) | 2.3 | 9.8 | 3.8 | i | i | -2.4 | -14.6 | 1.6 | 24.3 | 2.0
COc1ccc(S(=O)(=O)NCCC(=O)NCc2ccc(F)cc2)cc1 | -2.4 | -4.7 | -0.9 | i | i | -3.0 | -2.0 | -0.5 | 1.3 | -1.0
CC(=O)Nc1ccc(NC(=O)C/C(C)=N/NC(=O)c2cccc3ccccc23)cc1 | 2.2 | -6.8 | -3.7 | i | i | 2.6 | -4.9 | -2.2 | 0.5 | -0.5
Cc1ccn(CC(=O)N2CCCC(N3CCN(c4cccc(Cl)c4)CC3)C2)n1 (stereo not drawn) | 3.3 | 3.6 | 1.3 | i | i | 2.3 | 1.1 | 2.1 | 3.6 | -1.4
Cc1ccc2cc(CCNC(=O)Cc3cccs3)c(=O)[nH]c2c1 | 0.5 | -0.3 | 1.4 | i | i | -1.5 | -6.6 | 3.6 | 1.2 | -2.7
Cc1cccn2cc(-c3ccc(Cl)cc3)nc12 | 4.2 | -3.8 | -2.8 | i | i | 0.7 | -5.7 | -2.6 | -1.5 | 0.3

Part of the list above in a different format:
Fields – Rin1-Abl PPI inh | NadD inh | CSN deneddyl inh | Neddylation inh | Rpn11 inh | DNMT1 block | Scp-1 inhibitor | STEP block | SUMO1 PPI mod | LMPTP block
- CN(C)/C=N/C(=S)Nc1ccc(Cl)cc1Cl
  0.2 | 1.7 | 2.1 | i | i | 4.7 | -0.3 | -5.1 | -0.2 | -0.2
- CCOC(=O)c1c(N2C(=O)C3C4C=CC(C4)C3C2=O)sc2c1CCC(C)C2 (stereo not drawn)
  -1.3 | -4.4 | 0.7 | i | i | 4.8 | -1.7 | 0.3 | 0.1 | -1.0
- O=C(c1ccc(-c2cccc(C(F)(F)F)c2)o1)N1CCOCC1
  -1.7 | 1.0 | -1.4 | i | i | 0.9 | -13.9 | -0.4 | -3.1 | -1.0
- COc1ccc(C)cc1NC(=O)C(OC(=O)c1ccc(Cl)c(S(=O)(=O)N(C)c2ccccc2)c1)c1ccccc1 (stereo not drawn)
  2.3 | 9.8 | 3.8 | i | i | -2.4 | -14.6 | 1.6 | 24.3 | 2.0
- COc1ccc(S(=O)(=O)NCCC(=O)NCc2ccc(F)cc2)cc1
  -2.4 | -4.7 | -0.9 | i | i | -3.0 | -2.0 | -0.5 | 1.3 | -1.0

(more compounds)
SMILES | Rin1-Abl PPI inh | NadD inh | CSN deneddyl inh | Neddylation inh | Rpn11 inh | DNMT1 block | Scp-1 inhibitor | STEP block | SUMO1 PPI mod | LMPTP block
O=C1OC[C@@H]2CCCN2C(=O)[C@@H](CC(=O)N(CCO)Cc2ccccc2)C/C=C\C[C@H]1Cc1ccc(F)cc1 | 2.8 | -4.9 | -3.5 | i | i | 4.7 | -8.6 | 0.4 | 0.0 | -1.2
CC(=O)c1c(C)n(-c2ccc(C)cc2C)c2ccc(O)cc12 | 1.1 | -5.2 | -2.1 | i | i | -1.3 | -3.4 | -2.3 | 1.2 | 2.5
O=C(Nc1cccc(C(F)(F)F)c1)Nc1ccc(N2CCCC2)c(S(=O)(=O)Nc2ccccc2Cl)c1 | -0.9 | 27.2 | 0.2 | i | i | -20.6 | 0.0 | -0.7 | 1.9 | 3.7
Cc1ccc(CSCCC(=O)NCCC2=CCCCC2)cc1 | -1.6 | -9.3 | -9.3 | i | i | 1.2 | -4.6 | -3.1 | 0.1 | 0.7
CC(C)CC(NC=C1C(=O)OC(C)(C)OC1=O)C(=O)O (stereo not drawn) | 1.0 | -3.8 | -4.0 | i | i | 4.2 | -5.0 | 0.3 | -1.8 | -1.4
CC1CCC2(CC1)NC(=S)N(C(C)(C)C)N2 (stereo not drawn) | -1.5 | -1.1 | 0.0 | i | i | 3.4 | -1.9 | -0.6 | 2.7 | -3.1
CC1Cc2ccccc2N1C(=O)C1CCCN(S(=O)(=O)c2cccc3nsnc23)C1 (stereo not drawn) | -3.1 | -4.7 | 1.3 | i | i | 22.4 | 0.0 | -0.5 | -21.8 | 1.3
COc1ccc(CNC(=O)N2CCN(S(=O)(=O)c3ccc(C)cc3C)CC2)cc1 | 1.2 | -7.4 | -7.5 | i | i | -0.1 | -2.0 | -0.3 | -0.6 | 1.4
CN(C(=S)NC(=O)c1ccc(F)cc1)C1CCCCC1 | 1.4 | -3.8 | 2.9 | i | i | 2.4 | 9.8 | 3.2 | 8.7 | -0.1
Cc1ccc(C(c2nnnn2C(C)(C)C)N(Cc2ccco2)Cc2cccs2)cc1 (stereo not drawn) | 0.1 | 3.8 | -2.5 | i | i | -0.8 | -4.4 | 4.9 | -0.2 | 3.0
O=C(COC(=O)CCOc1ccccc1)NCCc1ccccc1 | -1.1 | -2.9 | -1.7 | i | i | 22.4 | -0.6 | -0.4 | -3.5 | 0.7
COc1ccc(Nc2nc(N3CCCC3)nc(N3CCCC3)n2)c(OC)c1 | -2.6 | 3.5 | -2.1 | i | i | -8.0 | 2.1 | 0.8 | 3.2 | 5.5
Cc1ccc(OCc2ccc(C(=O)N3CCCC3)o2)cc1C | 1.9 | -7.8 | -1.4 | i | i | -0.3 | -9.6 | 1.2 | 4.0 | 0.1
O=C(N/N=C/c1ccccc1O)c1ccncc1 | -0.3 | -0.3 | -3.2 | i | i | -0.5 | 6.4 | 2.4 | -3.1 | 0.3
Cc1cc(N2CCOCC2)nc2ccc(NC(=S)N3CCCCC3C)cc12 (stereo not drawn) | -1.6 | 4.7 | 5.2 | i | i | -4.3 | 5.0 | 8.2 | -2.5 | 7.6
CCN(CC)C(=O)c1sc(NC(=O)c2cccnc2)c(C(=O)OC)c1C | 0.4 | 2.5 | -11.9 | i | i | -0.6 | -5.3 | 0.7 | 2.7 | -0.6
Cc1ccc(NC(=S)NNC(=S)Nc2ccc(C)cc2C)cc1 | -1.6 | -1.9 | 4.7 | i | i | -2.8 | -6.1 | 1.1 | 1.1 | 2.3
COc1ccc(N2CCN(C(=O)C(CCSC)N=C3NS(=O)(=O)c4ccccc43)CC2)cc1 (stereo not drawn) | -2.1 | -2.1 | -5.6 | i | i | 1.1 | -11.7 | -1.9 | 2.2 | -0.8

Outcome played no part in choosing rows; about 3.8% have a hit in one of these screens.
